High-throughput results deposited in PubChem by National Center for Advancing Translational Sciences (NCATS).
D3 ag = qHTS of D3 Dopamine Receptor Agonist: qHTS; D(3) dopamine receptor (Homo sapiens), P35462; D3R DiscoveRx beta-arrestin cells, luminescence, 90 min; max activation, %; 410,000 compounds, 0.58% hits; AID 652048, 2013; in the data active means max activation above about 30%; further: 0% is about no effect; mostly tested at two doses, the higher about 12 µM
Target sequence (P35462 whole entry, looked up): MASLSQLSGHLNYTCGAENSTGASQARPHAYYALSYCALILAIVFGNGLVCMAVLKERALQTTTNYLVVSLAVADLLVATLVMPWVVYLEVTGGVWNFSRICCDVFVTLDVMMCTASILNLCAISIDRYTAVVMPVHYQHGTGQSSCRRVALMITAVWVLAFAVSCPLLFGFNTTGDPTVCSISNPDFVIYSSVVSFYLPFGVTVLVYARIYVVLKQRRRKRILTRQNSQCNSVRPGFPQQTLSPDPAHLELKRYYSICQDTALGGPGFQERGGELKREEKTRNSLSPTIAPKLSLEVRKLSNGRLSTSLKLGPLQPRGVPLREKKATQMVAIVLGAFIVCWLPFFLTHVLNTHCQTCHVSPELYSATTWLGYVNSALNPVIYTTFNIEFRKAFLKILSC
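Agonist mode: compounds and dopamine controls were applied to plated cells for 90 min at 37 degrees C after an overnight attachment at 1500 cells/well. Luminescent read-out followed 30 - 60 minutes at room temperature with DiscoveRx detection reagent.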
DRD3 antagonist = qHTS of D3 Dopamine Receptor Antagonist: qHTS; D(3) dopamine receptor (Homo sapiens), P35462; D3R cells, DiscoveRx beta-arrestin luminescence, antagonist mode; stronger effect = lower value; max response, negative = inhibition, %; 360,000 compounds, 2.5% hits; in the data active means max response below about -50%; inconclusive means no clear call, values can overlap the other calls; further: on the % scale 0 is the no-effect control and ±100 the full control effect; mostly tested at two doses, the higher about 12 µM
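Cells expressing the human receptor were seeded at 1500 cells/well, incubated overnight at 37 degrees C in 5% CO2, then exposed to library compounds with dopamine controls for 90 minutes at 37 degrees C before luminescent detection.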
GLP1R cytotox = qHTS of GLP-1 Receptor Inverse Agonists: Cytotox Screen. HEK293 cAMP-luciferase reporter cells, luminescence, 24 h. Potency, µM (doses to about 38.3 µM), inactives show at the top dose activity change, negative = inhibition, hits mostly inhibitors. 410,000 compounds, 0.13% hits. AID 624418, 2012;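 further: loss of luciferase light is scored as toxicity; potency means the concentration at half of the fitted maximal effect; on the % scale 0 is the no-effect control and ±100 the full control effect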
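MLSMR compounds, 24 hr on cells at 37 deg C/5% CO2; luminescence after luciferase reagent (12 min RT). Inhibition counted as the undesired cytotoxic outcome.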
IL2 activator = qHTS of IL-2 Activators; IL-2 activation reporter assay, cell-based qHTS; stimulated with anti-CD3/CD4/CD28 beads; in transgenic mouse T cells; activation, % (series mostly up to about 46 µM); 360,000 compounds, 0.065% hits; AID 652025, 2013; in the data active means activation above about 50%; inconclusive means mostly about 30% to 49%; further: 0% is about no effect
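First, unstimulated transgenic mouse T cells were exposed to compound for 60 min. Next, anti-CD3/anti-CD4-coated beads with anti-CD28 were added. Finally, after 18 h at 37 degrees C, EGFP and DsRed were imaged.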
GLP-1R inv ag = qHTS of GLP-1 Receptor Inverse Agonists (Inhibition Mode); Potency, µM (doses to about 38.3 µM), inactives show at the highest dose activity change, negative = inhibition, usual class: inhibitors; HEK293 GLP-1R CRE-luciferase, luminescence, 24 h; GLP-1R form is constitutively active; Glucagon-like peptide 1 receptor (Homo sapiens), P43220; 410,000 compounds, 1.6% hits; AID 624417, 2012; further: potency means the concentration at half of the fitted maximal effect; on the % scale 0 is the no-effect control and ±100 the full control effect; nearly all actives have a fitted effect of over 55% in size
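Inverse agonism was detected as reduced cAMP-driven luciferase luminescence after 24 h compound treatment. The cells were HEK293 clones expressing constitutively active human GLP-1R with the reporter. Reporter-only and GPR119 cell lines served as counterscreen controls.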
PI5P4K alpha inh = qHTS for Inhibitors of phosphatidylinositol 5-phosphate 4-kinase (PI5P4K); Phosphatidylinositol 5-phosphate 4-kinase type-2 alpha (Homo sapiens), P48426; PI5P4Kalpha enzyme, ADP-Glo luminescence, 60 min; stronger effect = lower value; max response, %; 330,000 compounds, 1.2% hits; AID 652105, 2013; active means max response of -50% or lower; inconclusive means between -30% and -50%; inactive means -30% or higher; further: value at the top dose of about 77 µM; on the % scale 0 is the no-effect control and ±100 the full control effect
Target sequence (P48426 whole entry, looked up): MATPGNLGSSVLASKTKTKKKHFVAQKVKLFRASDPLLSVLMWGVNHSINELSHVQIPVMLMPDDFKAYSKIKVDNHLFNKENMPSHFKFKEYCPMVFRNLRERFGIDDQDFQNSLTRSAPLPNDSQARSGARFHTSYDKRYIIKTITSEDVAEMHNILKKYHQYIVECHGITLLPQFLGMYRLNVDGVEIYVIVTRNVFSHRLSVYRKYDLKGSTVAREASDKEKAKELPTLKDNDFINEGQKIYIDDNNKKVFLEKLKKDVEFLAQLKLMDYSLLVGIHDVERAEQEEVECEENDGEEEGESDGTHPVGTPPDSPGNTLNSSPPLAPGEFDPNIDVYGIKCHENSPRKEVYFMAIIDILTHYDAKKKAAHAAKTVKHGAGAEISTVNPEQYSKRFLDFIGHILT
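Quantitative HTS of the MLSMR library against PI5P4Kalpha with substrate. ATP added last at 5 microM final; room temperature, 60 minutes. Remaining ATP depleted, ADP converted and read as luminescence.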
WRN inhibitor = qHTS for Inhibitors of WRN Helicase; Bifunctional 3'-5' exonuclease/ATP-dependent helicase WRN (Homo sapiens), Q14191; WRN helicase unwinding, fluorescent forked duplex, kinetic; Potency, µM (top dose mostly 114 µM), inactives show at the top dose activity change, negative = inhibition, actives largely listed as inhibitors; 360,000 compounds, 0.46% hits; AID 651768, 2012; further: potency means the concentration at half of the fitted maximal effect; on the % scale 0 is the no-effect control and ±100 the full control effect; nearly all actives have a fitted effect of over 55% in size
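Primary qHTS, 1536-well format. 20 nM WRN + compound, 15 min RT; start with 100 nM forked fluorophore/quencher duplex, 2 mM ATP (final); kinetic read ex 525/em 598 nm.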
PLK1 PBD block = qHTS for Inhibitors of PLK1-PDB (polo-like kinase 1 - polo-box domain): Primary Screen; Serine/threonine-protein kinase PLK1 (Homo sapiens), P53350; Plk1 PBD binding of FITC phosphopeptide, fluorescence polarization; Potency, µM, without a hit: max response, negative = inhibition, most hits filed as inhibitors; 360,000 compounds, 2.8% hits; AID 720504, 2013; further: potency means the concentration at half of the fitted maximal effect; series mostly up to about 57 µM; on the % scale 0 is the no-effect control and ±100 the full control effect; nearly all actives have a fitted effect of over 65% in size
GLP-1R agonist = qHTS of GLP-1 Receptor Agonists; Glucagon-like peptide 1 receptor (Homo sapiens), P43220; HEK293 GLP-1R CRE-luciferase, luminescence, 4-6 h; cells express a hypersensitive GLP-1R form; Potency, µM (series often up to 45.6 µM), for inactives: at the top dose activation, actives largely listed as activators; 380,000 compounds, 0.007% hits; further: potency means the concentration at half of the fitted maximal effect; % of control where 0% means no effect
Numbers without * were called inactive; ? = inconclusive; . = no result given; [ ] = remark or other dose. Unless noted, the call rests on the fitted dose curve; in most records, active means well fitted curve in the direction sought with a large enough effect; inconclusive means small, poorly fitted or top-dose-only effect, or another doubt; inactive means no such curve, though single readings can be large; an effect the other way counts as inactive or inconclusive. Compounds were not picked by outcome. About 7.8% of those tested had a hit in this group.

Labels used below: A = D3 ag; B = DRD3 antagonist; C = GLP1R cytotox; D = IL2 activator; E = GLP-1R inv ag; F = PI5P4K alpha inh; G = WRN inhibitor; H = PLK1 PBD block; I = GLP-1R agonist
#1 Cc1ccc(OCc2cc(C(=O)N3CCC(Oc4cccnc4)CC3)no2)cc1C
  A: 6 | B: 13 | C: 6% | D: -1.0 | E: ? | F: -2 | G: -2% | H: 5% | I: 14%

#2 N#Cc1c(-c2ccccc2)cc(-c2ccccc2)nc1Br
  A: 0 | B: -12 | C: -5% | D: -2.3 | E: 11% | F: 10 | G: -18% | H: -10% | I: 1%

#3 Cc1ccc(NC(=O)COc2ccc3c(c2)CCC3)nc1
  A: -1 | B: 12 | C: 5% | D: -1.6 | E: 8% | F: 7 | G: 1% | H: 1% | I: 18%

#4 C=CCn1c(=N)n(CC(=O)O)c2ccccc21
  A: -1 | B: ? | C: 0% | D: -0.7 | E: 3% | F: -5 | G: -3%[57.1 µM] | H: 2% | I: -17%

#5 CN(CC(=O)Nc1c(Cl)cccc1Cl)C(=O)c1ccccc1-c1nc2ccccc2s1
  A: 7 | B: 19 | C: -18% | D: 0.7 | E: ? | F: 3 | G: 3% | H: -3% | I: -13%

#6 CCOc1ccccc1OCCn1nnc2ccccc21
  A: 1 | B: 8 | C: 10% | D: 0.3 | E: 2% | F: 0 | G: 3% | H: -2% | I: 3%

#7 COC(=O)c1ccc(CSc2ccccc2C)o1
  A: -26 | B: 3 | C: 9% | D: -0.3 | E: 32%[activator] | F: . | G: -7% | H: -28% | I: -1%

#8 COc1ccc(CCN(C)C2CCCN(C(=O)Cn3cccn3)C2)cc1OC (centres undefined)
  A: -1 | B: 17 | C: 9% | D: -1.0 | E: 10% | F: 2 | G: -9% | H: -15% | I: -5%

#9 COc1ccc(-c2nnc(SCC(=O)Nc3ccc(C(=O)O)cc3)n2-c2ccc(Cl)cc2)cc1
  A: -4 | B: 0 | C: 3% | D: 1.2 | E: -1% | F: ? | G: 0% | H: ? | I: 5%

#10 CCOC(=O)CC1OC(=O)c2cc3c(cc21)C(=O)OC3CC(=O)OCC (centres undefined)
  A: 0 | B: -2 | C: 6% | D: 0.4 | E: 6% | F: 9 | G: -25% | H: 0% | I: -4%

#11 O=C(COc1ccc(Cl)cc1)Nc1nc(-c2ccc(S(=O)(=O)N3CCOCC3)cc2)cs1
  A: 16 | B: 20 | C: 21% | D: -2.6 | E: 0% | F: . | G: 6% | H: -23% | I: -13%

#12 CN(Cc1ccc(Cl)c(Cl)c1)C(=O)CN1C(=O)NC2(CCCC2)C1=O
  A: -3 | B: 9 | C: 22% | D: -2.0 | E: -5% | F: 9 | G: -3% | H: -1% | I: -1%

#13 COC(=O)c1cc(C#N)c(N(C)Cc2ccccc2)nc1C
  A: -8 | B: ? | C: 2% | D: -5.4 | E: 0% | F: 1 | G: -22% | H: -6% | I: 13%

#14 CC(C)COC(=O)N(C)C[C@H]1OCc2cnnn2CCCC(=O)N([C@H](C)CO)C[C@H]1C
  A: 8 | B: 22 | C: -5% | D: 2.9 | E: -4% | F: 8 | G: -3% | H: -11% | I: 4%

#15 CC(=O)N/C(=C/c1ccc2c(c1)OCO2)C(=O)Nc1ccccc1
  A: 5 | B: -2 | C: -10% | D: -0.1 | E: 5% | F: 7 | G: 2% | H: -8% | I: 14%

#16 Fc1cccc(Cc2noc(CN3CCCCC3CCc3ccccn3)n2)c1 (centres undefined)
  A: -16 | B: 9 | C: 12% | D: -0.5 | E: ? | F: 6 | G: -8% | H: -15% | I: -3%

#17 Nc1ccc(-c2c3ccc(=O)cc-3oc3cc(O)ccc23)cc1C(=O)O
  A: -16 | B: -55* | C: 0% | D: -0.8 | E: -6% | F: -12 | G: ? | H: 13µM* | I: 6%

#18 O=S(=O)(c1ccc2c(c1)OCCO2)N1CCC(n2nnc3cc(C(F)(F)F)ccc32)CC1
  A: 0 | B: 22 | C: -10% | D: -0.4 | E: ? | F: 7 | G: -1% | H: 0% | I: -13%

#19 COc1ccc(CN(CC(O)COc2cccc3[nH]cc(C)c23)C(C)(C)C)cc1 (centres undefined)
  A: -10 | B: -14 | C: 2% | D: 0.1 | E: ? | F: -4 | G: -4% | H: -7% | I: -1%

#20 COc1ccc(OC)c(C2NC(=S)NC3=C2N2CCC3CC2)c1 (centres undefined)
  A: -2 | B: -26 | C: 0% | D: 1.3 | E: ? | F: 9 | G: -7% | H: -21% | I: 6%

#21 Oc1ccccc1C=NNC(=S)Nc1ccc(F)cc1
  A: -7 | B: -23 | C: 24% | D: 0.0 | E: ? | F: ? | G: -10% | H: -5% | I: 11%

#22 C=CCNC(=O)c1ccc2c(c1)nnn2C
  A: -1 | B: 0 | C: -2% | D: -3.4 | E: 0% | F: 0 | G: 9% | H: -8% | I: 5%

#23 CC(=O)Nc1ccc(NC(=O)CC2(CC(=O)N3CCOCC3)CCCC2)cc1
  A: 4 | B: -7 | C: -3% | D: -1.3 | E: 10% | F: 2 | G: -4% | H: -1% | I: -13%

#24 CC(=O)OCC1OC(Sc2cccc3cccnc23)C(OC(C)=O)C(OC(C)=O)C1OC(C)=O (centres undefined)
  A: 9 | B: 21 | C: ? | D: -1.9 | E: ? | F: 6 | G: 11% | H: ? | I: 5%

Reformatted: entries from further up
No. | compound | D3 ag | DRD3 antagonist | GLP1R cytotox | IL2 activator | GLP-1R inv ag | PI5P4K alpha inh | WRN inhibitor | PLK1 PBD block | GLP-1R agonist
12 | CN(Cc1ccc(Cl)c(Cl)c1)C(=O)CN1C(=O)NC2(CCCC2)C1=O | -3 | 9 | 22% | -2.0 | -5% | 9 | -3% | -1% | -1%
13 | COC(=O)c1cc(C#N)c(N(C)Cc2ccccc2)nc1C | -8 | ? | 2% | -5.4 | 0% | 1 | -22% | -6% | 13%
14 | CC(C)COC(=O)N(C)C[C@H]1OCc2cnnn2CCCC(=O)N([C@H](C)CO)C[C@H]1C | 8 | 22 | -5% | 2.9 | -4% | 8 | -3% | -11% | 4%
15 | CC(=O)N/C(=C/c1ccc2c(c1)OCO2)C(=O)Nc1ccccc1 | 5 | -2 | -10% | -0.1 | 5% | 7 | 2% | -8% | 14%
